H9c2 TAG inh: triacylglycerol accumulation inhibition; H9c2 cells, Nile Red lipid (TAG) fluorescence; cells loaded with 200 µM oleic acid; inhibition, % at 12.5 µM; 230,000 compounds, 0.66% hits; AID 651582;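 active = pattern-corrected inhibition of lipid staining of at least 50% with the nuclear-stain viability signal not falling by more than 50%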;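 also: 0% = DMSO wells and 100% = triacsin C control wells; some results filed as inactive read as strong as hits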
H9c2 TAG inh DAPI viability: also measured in H9c2 TAG inh; calls as there; DAPI nuclei signal change (viability), lower = more cytotoxic, %;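 whole-well DAPI fluorescence read on a plate reader as a viability signal; minus 50 percent equals half of cells still viable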
* marks the source's active call; other numbers are inactive results. Not all compounds are listed, so the mix of outcomes need not match the whole.

Below each SMILES: H9c2 TAG inh DAPI viability | H9c2 TAG inh
NS(=O)(=O)c1ccc(CNC(=O)c2cc(-c3cccs3)nc3ccccc23)cc1
→ 24 | 13
O=C(NCCc1ccccc1)c1ccc2nc(N3CCOCC3)sc2c1
→ -3 | 5
CN(C)C=Nc1nonc1-c1ccc(Cl)cc1
→ -7 | 9
COCCN(C(=O)c1cc(-c2ccncc2)nc2ccccc12)c1c(N)n(CC(C)C)c(=O)[nH]c1=O
→ -4 | -2
O=C1CCCC(=O)N1c1ccc(NCCOCCO)c([N+](=O)[O-])c1
→ 5 | 1
CCc1ccccc1S(=O)(=O)Cc1ccc(C(=O)NCc2ccc3c(c2)OCO3)o1
→ 0 | 0
COc1ccc(C(=O)N(C)C(C)c2nccs2)cc1OC1CCN(C(C)=O)CC1 (stereo not drawn)
→ -8 | 5
O=C1NN=C2CCCCCCCCCCC12 (stereo not drawn)
→ 8 | 6
COc1ccc(CCNC(=O)C2CC(c3ccccc3[N+](=O)[O-])=NO2)cc1 (stereo not drawn)
→ -3 | -17
CN1CCC(N(C)C(=O)c2ccc(Cl)c(S(=O)(=O)N3CCc4ccccc43)c2)CC1
→ 7 | -14
O=S(=O)(Nc1nccs1)c1ccc(Br)cc1
→ -11 | 21
C/C(CC(=O)c1ccccc1)=N\NC(=O)CC#N
→ 0 | 3
O=C(Nc1ccc(F)cc1F)NC1CCCCCCC1
→ -1 | 2
Cc1cc(C)nc(N/N=C/c2ccc(N3CCOCC3)cc2)n1
→ -7 | -4
CCc1ccccc1NC(=O)NCc1ccccn1
→ 5 | 15
CC1(NC(=O)c2cccc(S(=O)(=O)N3CCCc4ccccc43)c2)CCS(=O)(=O)C1 (stereo not drawn)
→ -9 | -7
Oc1ccccc1CNCc1ccccc1
→ 3 | 11
CC[C@@H]1CCCCc2ccccc2[C@H](C(=O)C[C@@H](O)CC(C)=O)OC1=O
→ 3 | 1
CC(NC(=O)CSc1nnc(-c2cc3cc(Cl)ccc3o2)n1C)c1ccccc1 (stereo not drawn)
→ 8 | 35
Cc1nc(N)ncc1Sc1ccccc1
→ 11 | -11
Clc1ccc(CN2CCN(c3ncccn3)CC2)c(Cl)c1
→ 9 | -8
CCn1c(-c2ccccc2Cl)nn(CC(=O)Nc2ccc(OC)cc2)c1=S
→ 11 | -3
CC(C)N(CCC(=O)c1ccc2ccccc2c1)Cc1ccccc1
→ -1 | 8
Cc1nn(-c2ccccc2)c(Cl)c1C(=O)OC(C)C(=O)NC(=O)NC1CCCCC1 (stereo not drawn)
→ 0 | 20
CC(C)=NNc1nc2sc3c(c2c(=O)[nH]1)CC(C)(C)OC3
→ -1 | -2
COc1ccc(-c2nnc(SCC(=O)Nc3sc4c(c3C#N)CCC4)n2CC2CCCO2)cc1 (stereo not drawn)
→ -11 | 8
O=C(CC1Oc2ccccc2NC1=O)NCCc1ccccc1 (stereo not drawn)
→ -4 | 10
O=C(NC(=S)NCc1ccccc1)c1ccccc1Br
→ -1 | -3
CCCCNC(=O)N1CCOCCOCCN(C(=O)NCCCC)CCOCC1
→ 2 | 0
CC(=O)Nc1cccc(NC(=O)CSc2ncc(-c3ccc(Cl)cc3)n2Cc2ccco2)c1
→ -8 | 13
O=C(CSc1ncnc2scc(-c3ccc(Cl)cc3)c12)NCc1ccc2c(c1)OCO2
→ -9 | 4
O=c1/c(=C\c2ccc3c(c2)OCO3)sc2n1CCCN=2
→ 7 | -4
COc1ccccc1-c1cn(S(=O)(=O)c2ccc(C)cc2)nc1N
→ -9 | 2
CCC(=O)Nc1nonc1-c1nc2ccccc2n1Cc1ccccc1
→ 4 | -30
CCCn1nc(C(=O)OCC(=O)Nc2ccc(C(N)=O)cc2)c2ccccc2c1=O
→ -4 | 8
CCCS(=O)(=O)NC(=O)C1(C)CCN(C(=O)c2c(-c3ccccc3)noc2C)C1 (stereo not drawn)
→ 1 | -8
CCOC(=O)N1CCC(N2C(=O)c3ccccc3C2Nc2ccccc2)CC1 (stereo not drawn)
→ 1 | -7
COc1cccc(-c2c(-c3cc(OC)cc(OC)c3)n(C)c3ccc(-c4cnc(N5CCOCC5)nc4)cc23)c1
→ -26 | 6
C=C1C(=O)O[C@H]2[C@H]1[C@H](OC(=O)/C(C)=C\C)C[C@]1(CO1)[C@@H]1[C@H](OC(C)=O)C=C(C)[C@]21O
→ -1 | 3
CN(C)c1cccc2c1c(NC(=O)Nc1ccc(Cl)cc1Cl)nn2C
→ 13 | 4
Cc1nc(NC(=O)COC(=O)CNC(=O)c2ccco2)c(Cl)cc1Cl
→ 5 | -16
Cc1ccc(S(=O)(=O)N2CCOC2CNC(=O)C(=O)NCc2ccco2)cc1 (stereo not drawn)
→ 5 | 7
CCN1C(=O)C(=O)c2cc(C)ccc21
→ -26 | 38
Cc1nc2sc(C(=O)OC(C)C)c(N)c2c(C)c1C
→ 50 | 11
O=C(CCC1N=C2c3ccccc3N=C(SCc3ccccc3Cl)N2C1=O)NCc1ccco1 (stereo not drawn)
→ 12 | 12
COc1ccccc1Nc1cc(C)nc2c(C)cccc12
→ 1 | -7
CC1CC(C)CN(C(=O)C(C)N(C)CC(=O)Nc2ccc(Cl)cc2)C1 (stereo not drawn)
→ 0 | 8
Cc1nn(CC(=O)NC(=O)c2ccccc2)c(C)c1[N+](=O)[O-]
→ 8 | -6
Cc1ccc(S(=O)(=O)Nc2ccccc2)cc1[N+](=O)[O-]
→ 3 | -11
Cc1ccccc1NC(=O)c1sc(Cl)nc1-c1ccccc1
→ 8 | 2
Cc1ccc(S(=O)(=O)n2c(=O)oc3ccccc32)cc1
→ -2 | 13
C=CCN1C(=O)C(O)(CC(=O)c2ccc(OC)cc2OC)c2cc(Br)ccc21 (stereo not drawn)
→ -12 | 32
CCCOc1ccc(OC(=O)c2ccc(Br)o2)cc1
→ -11 | 0
O=C(COC(=O)Cc1ccc(F)cc1)NC1CCCCCC1
→ -3 | 0
CC[C@@H](C)[C@@H]1CN([C@@H](CN2CCC[C@H]2CN2C(N)=NC[C@H]2C(C)C)C(C)C)C(=N)N1CCc1ccc(Cl)c(Cl)c1
→ 32 | -17
Cc1ccccc1-c1nc(CN2CCC(C(=O)NC3CCN(Cc4ccccc4)CC3)CC2)c(C)o1
→ 22 | 11
CC(C)Oc1ccccc1OCCCCn1cnc2ccccc2c1=O
→ -8 | -4
CCOC(=O)C1=C(C)N(C[C@@H]2CC[C@@H](Cc3ccc(-c4ccccc4)cc3)O2)C(=O)NC1c1ccc([N+](=O)[O-])cc1 (stereo partly drawn)
→ -16 | 19
Cc1cc(CNC(=O)COc2ccc([N+](=O)[O-])cc2)c2ccccc2n1
→ -7 | 0
COc1ccc(C(=O)Nc2ccccc2C(=O)NC(C(=O)NCc2ccco2)C(C)C)cc1 (stereo not drawn)
→ 6 | 37

The listing continues.
Below each SMILES: H9c2 TAG inh DAPI viability | H9c2 TAG inh
COc1ccc(CNC(=O)c2cccnc2Sc2ccc(C)c(C)c2)cc1
→ 13 | -21
C=CC[C@@H](CC(=O)N[C@H](CO)Cc1ccccc1)C(=O)N[C@@H](C)COC(=O)[C@@H](CC=C)Cc1ccc(F)cc1
→ 2 | 5
Cc1cccc(S(=O)(=O)C(C#N)c2nc3ccccc3nc2N2CCCC2)c1 (stereo not drawn)
→ 12 | 10
COc1ccccc1N1CCN(C2CCCN(S(=O)(=O)c3ccccc3)C2)CC1 (stereo not drawn)
→ -8 | 8
COCCn1c(=NC(=O)c2ccc3c(c2)OCCO3)sc2cc(S(N)(=O)=O)ccc21
→ 41 | 4
O=C1CN(c2ccccc2F)C(=O)CN1c1ccccc1F
→ -7 | 6
CC(Oc1ccccc1)c1ccnn1S(C)(=O)=O (stereo not drawn)
→ 1 | -19
CC(C(=O)NC(C)(C)C)N1C(=O)c2cccc3cccc(c23)C1=O (stereo not drawn)
→ 4 | 7
CCOc1cc(/C=N/NC(=O)c2cc(-c3cccnc3)nc3ccccc23)ccc1O
→ -2 | 5
CCC(=O)Nc1ccc2c(c1)OCCO2
→ 1 | -6
CC(C)(C)c1nc2c(s1)CCc1onc(-c3ccc(Br)cc3)c1-2
→ -2 | 16
Cc1cc(C(=O)NNc2ccc(F)cc2)no1
→ -1 | -9
COCCCNC(=O)CCCC(=O)NCCCOC
→ -4 | 8
Cc1cc(C)cc(NS(=O)(=O)c2ccc(Oc3ncc(C(F)(F)F)cc3Cl)cc2)c1
→ 8 | 12
COc1cc2c(cc1OC)C(NC(=O)C(F)(F)F)C/C2=N\O (stereo not drawn)
→ -7 | 15
CCn1cc(S(=O)(=O)Nc2ncccn2)cn1
→ 1 | -18
COC(=O)[C@H](Cc1ccccc1)NC(=O)NCCc1ccc(S(N)(=O)=O)cc1
→ 5 | -9
O=C(O)c1cc(-c2cccs2)[nH]n1
→ -9 | -2
O=C(CCN1CCc2ccccc2C1)c1ccc2c(c1)OCCO2
→ -16 | 21
COCC1CCCN(C(=O)c2cc(COc3ccc4ncccc4c3)on2)C1 (stereo not drawn)
→ -4 | -19
Cc1ccc(C2=NS(=O)(=O)N(C)C(C(=O)NCc3ccccc3)=C2)cc1
→ 10 | -3
O=C(CN1CCN(CC(=O)Nc2ccc3c(c2)OC2(CCCCC2)O3)CC1)Nc1cccc(F)c1
→ -5 | 1
CCOC(=O)c1c(OCCO)noc1N
→ -7 | 13
O=C(COc1ccccc1)NCC(=O)N/N=C/c1ccc(Br)cc1
→ -8 | 14
O=C(CNC(=O)COc1ccccc1)NCCc1ccccn1
→ 4 | -5
O=C(O)CCCc1ccccc1
→ 3 | 3
Clc1cccc(C2CCN(Cc3nc(COc4ccccc4)no3)C2)c1 (stereo not drawn)
→ 2 | 11
O=C(O)c1cccc(NS(=O)(=O)c2ccc(Oc3ccc(S(=O)(=O)Nc4cccc(C(=O)O)c4)cc3)cc2)c1
→ 4 | 2
NC(=O)COc1ccc(/C=N/NC(=O)C2CCCN2S(=O)(=O)c2ccc(Cl)cc2)cc1 (stereo not drawn)
→ 6 | 0
O=C(CSc1ncnc2c1cnn2-c1ccc(F)cc1)NCC1CCCO1 (stereo not drawn)
→ -2 | 12
O=[N+]([O-])c1ccc(Nc2ccccc2O)c2nonc12
→ 4 | -6
Cc1cccc(-n2c(O)c(C=NC3CCS(=O)(=O)C3)c3ccccc3c2=O)c1 (stereo not drawn)
→ 1 | 13
CCn1ncc(C2=NOC(C(=O)Nc3ccc(C)cc3)C2)c1C (stereo not drawn)
→ 3 | 15
CSc1nc(-c2ccco2)nn1S(C)(=O)=O
→ 2 | -1
Cc1ccc(Cc2c[nH]c(=S)s2)cc1
→ -1 | -1
CCCCn1cc2c(c1-c1cccc(C)c1)c(=O)n(C)c(=O)n2C
→ -2 | 4
O=C(CSc1ncnc2ccccc12)c1cccs1
→ 4 | 10
COc1ccccc1NC(=O)C1(c2ccccc2)CCCC1
→ -10 | -16
CCc1noc(C)c1C(=O)Nc1nc2c(C)cc(C)cc2s1
→ -6 | 5
O=C(COC(=O)c1cccc(S(=O)(=O)N2CCCCCC2)c1)Nc1ccccc1
→ -5 | 14

Next part; the last 3 above are carried over.
Below each SMILES: H9c2 TAG inh DAPI viability | H9c2 TAG inh
COc1ccccc1NC(=O)C1(c2ccccc2)CCCC1
→ -10 | -16
CCc1noc(C)c1C(=O)Nc1nc2c(C)cc(C)cc2s1
→ -6 | 5
O=C(COC(=O)c1cccc(S(=O)(=O)N2CCCCCC2)c1)Nc1ccccc1
→ -5 | 14
O=C(NN1C(=O)C2C3C=CC(C4CC34)C2C1=O)c1cccc(Br)c1 (stereo not drawn)
→ -7 | 6
Cc1ccc(CNC(=O)C2CCN(C(=O)c3cccc(Cl)c3)CC2)cc1
→ 1 | -7
C=CCn1c(N)cc(=O)nc1SCC(=O)N(c1ccccc1)c1ccccc1
→ 30 | -1
CCS(=O)(=O)NCc1cn2c(C)csc2n1
→ 17 | -12
Cc1ccc(-n2ccnc(SCC(=O)NC3CCCC3)c2=O)cc1Cl
→ -2 | 12
CC12COC3(C(=O)Nc4ccc(Cl)cn4)CC1CCC32C (stereo not drawn)
→ 1 | -7
COc1cccc(-c2nc(CS(=O)CC(=O)NC3CCCCC3)c(C)o2)c1 (stereo not drawn)
→ -13 | 22
CSc1nc(C)cc(OCCO)n1
→ 5 | -4
Cc1cc(C)cc(N(CC(=O)N2CCN(c3ccccc3)CC2)S(=O)(=O)c2c(C)noc2C)c1
→ 4 | -4
COc1ccccc1NC(=O)N(C)C[C@H]1OCc2cn(nn2)CCCC(=O)N([C@@H](C)CO)C[C@@H]1C
→ 0 | -9
Nc1cccc2cc(-c3ccccc3)oc12
→ 19 | 5
CN(C)C(CNC(=O)c1ccc(NS(=O)(=O)c2ccc3[nH]c(=O)[nH]c3c2)cc1)c1ccccc1 (stereo not drawn)
→ -2 | 2
CC(=O)NC(c1ccc(C(C)C)cc1)c1c(O)ccc2ccccc12 (stereo not drawn)
→ -8 | -19
CN(C)c1ccc(C(=O)OCC(=O)NCCC2=CCCCC2)cc1
→ 5 | -6
O=C(Cn1c(=O)sc2ccccc21)Nc1ccccc1C(=O)O
→ 7 | -4
O=C(Nc1ccc(S(=O)(=O)Nc2ccccc2F)cc1)N1CCCCC1
→ -5 | -6
O=C(Cc1ccc(S(=O)(=O)N2CCOCC2)s1)Nc1cc(C(F)(F)F)cc(C(F)(F)F)c1
→ -32 | 15
O=C(CN1CCCC1c1cccs1)Nc1cc(S(=O)(=O)N2CCCCC2)ccc1Cl (stereo not drawn)
→ -6 | -27
Cc1sc(NC(=O)CN(Cc2ccc(F)cc2)C(=O)C(C)(C)C)c(C(N)=O)c1C
→ 2 | -12
c1ccc(CSc2nnc(-c3ccccn3)n2-c2ccccc2)cc1
→ -6 | -76
CCCCNC(=O)Nc1ccnn1C1CCCCC1
→ 1 | -21

Record cards, as listed above. Values in the order: H9c2 TAG inh DAPI viability | H9c2 TAG inh
Profile of CSc1nc(C)cc(OCCO)n1 = 5 | -4
Profile of CCCCNC(=O)Nc1ccnn1C1CCCCC1 = 1 | -21
Profile of Nc1cccc2cc(-c3ccccc3)oc12 = 19 | 5
Profile of O=C(Cc1ccc(S(=O)(=O)N2CCOCC2)s1)Nc1cc(C(F)(F)F)cc(C(F)(F)F)c1 = -32 | 15
Profile of Cc1ccc(CNC(=O)C2CCN(C(=O)c3cccc(Cl)c3)CC2)cc1 = 1 | -7
